Bcl-xL primary = Bcl-xL (human) inhibition | Q07817 | actives 0.7% (n = 320,000) | GST-Bcl-xL / FITC-Bim BH3 peptide fluorescence polarization | AID 2129 | inhibition, % at 10.9 µM;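 active means inhibition above the mean of all tested compounds plus 3 SD, cutoff set per campaign, cut at about 30% in these data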;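 further: 0% = DMSO wells and 100% = unlabeled Bim-BH3 peptide competitor; inhibitors lower millipolarization by displacing the labeled peptide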
Target sequence (Q07817 whole entry, looked up): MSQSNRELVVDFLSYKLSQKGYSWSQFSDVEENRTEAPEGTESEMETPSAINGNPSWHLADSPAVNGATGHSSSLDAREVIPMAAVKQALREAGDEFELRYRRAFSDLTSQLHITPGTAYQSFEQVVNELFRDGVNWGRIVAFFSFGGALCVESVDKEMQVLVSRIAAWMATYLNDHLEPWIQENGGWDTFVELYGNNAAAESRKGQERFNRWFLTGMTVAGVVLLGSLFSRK
GRK2 inh = blocks RNA aptamer binding to human GRK2 | actives 0.59% (n = 330,000) | bead flow cytometry, FAM-aptamer displacement from GRK2 | inhibition of aptamer binding, % at 10 µM;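 active means inhibition of aptamer binding above 40%, roughly 3 SD of noise, on plates passing a quality check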;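 further: median bead fluorescence of bound FAM aptamer so fluorescent compounds give negative values; no value below 0 was filed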
GLD-1 TGE inh = GLD-1-TGE RNA interaction inhibition (C. elegans); Q17339; purified GLD-1 + fluorescein TGE RNA, fluorescence polarization; inhibition, % at 5.96 µM; actives 0.44% (n = 320,000);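 active means percent inhibition above a per-plate cutoff, the plate mean of test compounds plus 3 SD, cut at about 30% in these data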;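 further: 0% = DMSO wells with GLD-1 and probe and 100% = wells lacking GLD-1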
Target sequence (Q17339 whole entry, looked up): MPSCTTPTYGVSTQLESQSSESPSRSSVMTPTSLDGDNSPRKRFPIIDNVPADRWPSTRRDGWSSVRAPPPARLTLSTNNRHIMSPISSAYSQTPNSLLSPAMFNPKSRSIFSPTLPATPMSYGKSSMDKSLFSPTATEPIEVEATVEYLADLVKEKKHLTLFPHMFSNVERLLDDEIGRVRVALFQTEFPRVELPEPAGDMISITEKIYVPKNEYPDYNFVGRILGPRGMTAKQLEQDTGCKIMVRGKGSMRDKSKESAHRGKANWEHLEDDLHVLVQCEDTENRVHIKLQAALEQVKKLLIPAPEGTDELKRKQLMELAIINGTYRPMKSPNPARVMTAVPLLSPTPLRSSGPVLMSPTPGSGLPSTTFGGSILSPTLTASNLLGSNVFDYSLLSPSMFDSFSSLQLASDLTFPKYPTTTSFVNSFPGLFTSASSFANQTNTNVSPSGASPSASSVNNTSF
MCL1-BIM inh = disrupts human MCL1 binding to BIM-BH3 peptide; Q07820; GST-MCL1 / FITC-Bim-BH3 fluorescence polarization; inhibition, % at 10.9 µM; actives 0.68% (n = 320,000); AID 2057;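 active means inhibition above the mean inhibition of all tested compounds plus 3 SD, set per campaign, cut at about 40% in these data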;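 further: 0% = DMSO wells and 100% = unlabeled Bim-BH3 peptide control; higher means more loss of mP so more displacement of Bim peptide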
Target sequence (Q07820 whole entry, looked up): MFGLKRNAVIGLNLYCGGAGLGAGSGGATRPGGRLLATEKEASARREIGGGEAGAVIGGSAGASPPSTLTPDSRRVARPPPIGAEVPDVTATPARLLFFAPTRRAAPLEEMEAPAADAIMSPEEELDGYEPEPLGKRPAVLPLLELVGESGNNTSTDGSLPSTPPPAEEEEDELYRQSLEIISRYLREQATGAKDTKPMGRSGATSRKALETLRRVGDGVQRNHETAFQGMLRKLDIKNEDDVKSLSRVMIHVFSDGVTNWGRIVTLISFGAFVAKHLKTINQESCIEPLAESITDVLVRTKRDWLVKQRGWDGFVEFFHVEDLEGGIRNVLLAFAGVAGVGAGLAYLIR
VLA-4 inh = inhibition in a human VLA-4 binding assay | inhibition, % (about 7 µM as worked out from the volumes in the protocol) | P13612 | VLA-4 expressing cells, ligand binding flow cytometry | actives 0.2% (n = 330,000) | AID 2557; in the data active means inhibition above about 50%
MEX-5 binding = C. elegans MEX-5 TCR-2 RNA binding activity; MEX-5/FITC-TCR2 RNA binding, fluorescence polarization; active compounds read low; activity score (negative = inhibition of binding), % at 10 µM; actives 0.38% (n = 300,000); AID 1832;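 active means inhibition past about -25% in most replicates, and total fluorescence under double the plate's negative control median, limit read from the data; inconclusive means replicates evenly split on the limit, or fluorescence at least double controls; inactive means too little inhibition in most replicates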;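 further: 0% = DMSO and -100% = 5 µM competing unlabeled TCR2 RNA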
AGP1 TOR yeast = alters AGP1-GFP fluorescence in TOR pathway yeast screen. S. cerevisiae AGP1-GFP multiplex flow cytometry, 3 h; GFP as percent of DMSO wells. GFP response vs DMSO, % at 10 µM. actives 0.02% (n = 320,000);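 active means GFP response relative to DMSO above a set limit, near screen average plus 3 SD, cut at about 150% in these data; inconclusive means fewer than 70 cells counted for the yeast strain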;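 further: median GFP channel fluorescence of the gated AGP1 strain per well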
Yeast superoxide = caloric restriction mimetics inhibiting age-related superoxide in yeast; S. cerevisiae aged cells, superoxide DHE fluorescence; active compounds read low; superoxide response (% of plate mean), % at 10 µM; actives 0.18% (n = 330,000);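 active means superoxide response under a set limit, about three screen SD below normal, cut at about 65% in these data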;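 further: yeast aged for seven days with compound at 30 °C before DHE staining; 100% = average MFI of all compound-treated wells on the plate with controls excluded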
CIT2 TOR yeast = modulators of TOR pathway CIT2-GFP in S. cerevisiae. GFP response vs DMSO, % at 10 µM. S. cerevisiae CIT2-GFP strain, flow cytometry, 3 h; 100 means same as DMSO wells. AID 2029. actives 0.065% (n = 320,000);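 active means GFP response relative to DMSO above a set limit, near the screen mean plus 3 SD, cut at about 150% in these data; inconclusive means Fewer than 70 cells measured for a yeast strain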;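 further: ratio of well median GFP fluorescence to mean of DMSO wells on the plate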
The depositor's hits bear a star; u = inconclusive; x = not tested or not shown. Compounds were not picked by outcome (roughly 2.1% active in at least one column).

SMILES	Bcl-xL primary	GRK2 inh	GLD-1 TGE inh	MCL1-BIM inh	VLA-4 inh	MEX-5 binding	AGP1 TOR yeast	Yeast superoxide	CIT2 TOR yeast
Cc1nc(C(=O)Nc2cc(F)cc(Cl)c2)sc1C1(C)CC(c2ccccc2)=NO1 (centres undefined)	5	x	6	4	x	1.4	x	x	x
Cc1[nH]n(C(N)=S)c(=O)c1N=Nc1cccc([N+](=O)[O-])c1C	6	1	-2	11	-6	-5.9	92	102	105
CCCCCCCC(=O)NN1CCOCC1	-4	0	-3	-5	8	0.3	92	128	92
CCOc1cc(S(=O)(=O)N2CCC(Cc3ccccc3)CC2)c(OCC)cc1-n1cnnn1	2	0	6	-1	7	-0.8	103	119	102
CC(Sc1ccc(Cl)cc1)C(=O)N(C)CC(=O)Nc1ccc(N2CCOCC2)cc1 (centres undefined)	4	1	2	5	8	1.0	105	95	101
OCCC1CN(Cc2cccc3nccnc23)CCN1Cc1ccc(F)cc1 (centres undefined)	60*	1	46*	60*	-3	-0.7	102	95	99
CC(C)CCNC(=O)C1CCN(S(=O)(=O)c2ccc3c(c2)CCC(=O)N3)CC1	3	1	4	-7	-3	0.6	108	97	109
O=C(/C=C/c1ccc2c(c1)OCO2)Nc1nc2ccc(F)cc2s1	6	1	7	-1	9	-0.2	100	116	104
Cc1ccc(/C=N/NC(=O)c2cccc(S(=O)(=O)Nc3cccc(Cl)c3)c2)o1	0	2	3	5	5	1.5	95	111	100
O=C1c2ccccc2C(=O)N1CCCCSc1nc2ccccc2c(=O)n1CCCN1CCOCC1	4	0	8	5	-2	1.0	105	103	94
OCCn1nc2c3ccccc3nc-2n(-c2ccccc2)c1=S	7	2	0	13	-24	0.7	x	124	126
NC1=NC(c2ccccc2Cl)n2c(nc3ccccc32)N1 (centres undefined)	4	0	1	-2	7	0.3	106	96	107
O=C(COC(=O)CC1CCCC1)Nc1ccc(OC(F)F)cc1	2	0	-2	-2	5	1.1	94	107	94
Cc1cc(-c2nnc(-c3ccccc3)c(-c3ccccc3)n2)c(C)o1	1	0	-6	-7	2	0.5	98	113	94
Cc1cc2ncn(/N=C/c3ccc(-c4ccccc4)o3)c2cc1C	8	3	-2	6	-2	1.7	92	111	85
O=[N+]([O-])c1cccc(S(=O)(=O)NCCCn2ccnc2)c1	3	0	3	1	2	0.9	103	103	103
CCOc1ccc(C(=O)CC(C(=O)O)N2CCN(Cc3ccccc3)CC2)cc1 (centres undefined)	3	3	1	1	24	x	97	84	88
CCOC(=O)Cc1nnc(NC(=O)CSc2nnc3c4ccccc4n(C(C)C)c3n2)s1	8	1	3	3	12	-1.5	100	91	104
CCOC(=O)C1C(c2cccnc2)NC(=O)NC1(O)C(F)(F)F (centres undefined)	1	0	6	-1	-7	-0.2	105	116	104
NC(=O)C1CCN(S(=O)(=O)c2cc3c4c(c2)CCN4C(=O)CC3)CC1	-5	3	-9	3	10	-2.4	114	93	103

Full records from above.
CCOC(=O)Cc1nnc(NC(=O)CSc2nnc3c4ccccc4n(C(C)C)c3n2)s1 in the list: Bcl-xL primary = 8; GRK2 inh = 1; GLD-1 TGE inh = 3; MCL1-BIM inh = 3; VLA-4 inh = 12; MEX-5 binding = -1.5; AGP1 TOR yeast = 100; Yeast superoxide = 91; CIT2 TOR yeast = 104
O=C(COC(=O)CC1CCCC1)Nc1ccc(OC(F)F)cc1 in the list: Bcl-xL primary = 2; GRK2 inh = 0; GLD-1 TGE inh = -2; MCL1-BIM inh = -2; VLA-4 inh = 5; MEX-5 binding = 1.1; AGP1 TOR yeast = 94; Yeast superoxide = 107; CIT2 TOR yeast = 94

More entries:
SMILES	Bcl-xL primary	GRK2 inh	GLD-1 TGE inh	MCL1-BIM inh	VLA-4 inh	MEX-5 binding	AGP1 TOR yeast	Yeast superoxide	CIT2 TOR yeast
CCCCn1nnc(NC(=S)NC(=O)c2cccs2)n1	7	0	1	2	x	1.5	94	102	97
CCCCNc1c(-c2cccc(-c3cc(C(C)=O)cs3)c2)nc2cc(C)ccn12	3	0	-3	3	-20	-4.3	93	89	86
CSc1nnc(-c2ccc(Cl)cc2Cl)o1	-1	1	6	-2	-1	-2.5	94	98	103
CCN(CC)CCNC(=O)c1cc2c(-c3ccc(Cl)cc3)nn(C)c2s1	-6	0	0	-2	24	0.2	98	100	97
COC(=O)C1=C(C)N(c2ccc(Cl)cc2)/C(=C/c2cccs2)C1=O	6	0	1	7	0	u	100	101	110
COCCOC(=O)C1=C(C)NC(=O)NC1c1c(F)cccc1Cl (centres undefined)	3	6	10	-1	2	-2.8	95	80	106
CCOc1cc(/C=N/NC(=O)c2ccncc2)ccc1OS(C)(=O)=O	1	0	9	3	12	-6.4	97	101	101
CCOc1cc(S(=O)(=O)NCCCN2CCOCC2)ccc1F	1	2	6	-3	-6	-4.0	107	100	116
Cc1nnc2sc(-c3cccc4ccccc34)nn12	1	1	3	-5	14	-0.4	86	87	94
O=C(CN1C(=O)c2cccc3cccc1c23)Nc1ccccc1C(=O)NCc1ccco1	4	0	11	1	0	-0.6	99	94	97

A section from further up, as a working copy:
SMILES	Bcl-xL primary	GRK2 inh	GLD-1 TGE inh	MCL1-BIM inh	VLA-4 inh	MEX-5 binding	AGP1 TOR yeast	Yeast superoxide	CIT2 TOR yeast
CCCCn1nnc(NC(=S)NC(=O)c2cccs2)n1	7	0	1	2	x	1.5	94	102	97
CCCCNc1c(-c2cccc(-c3cc(C(C)=O)cs3)c2)nc2cc(C)ccn12	3	0	-3	3	-20	-4.3	93	89	86
CSc1nnc(-c2ccc(Cl)cc2Cl)o1	-1	1	6	-2	-1	-2.5	94	98	103
CCN(CC)CCNC(=O)c1cc2c(-c3ccc(Cl)cc3)nn(C)c2s1	-6	0	0	-2	24	0.2	98	100	97

Next records follow:
SMILES	Bcl-xL primary	GRK2 inh	GLD-1 TGE inh	MCL1-BIM inh	VLA-4 inh	MEX-5 binding	AGP1 TOR yeast	Yeast superoxide	CIT2 TOR yeast
CCOC(=O)CNC(=O)OC1CCN2Cc3ccccc3N=C12 (centres undefined)	6	2	5	6	16	-3.2	101	90	105
O=C(CCC(=O)NCCO)NCCO	2	2	5	9	6	2.0	104	98	100
Cc1cc(C(=O)OCC(=O)N(C)c2ccccc2)c2ccccc2n1	x	4	-2	x	-14	x	111	97	104
CC1CCCC(NC(=O)COC(=O)c2ccc(Br)o2)C1C (centres undefined)	x	0	3	x	9	x	95	110	91
Cc1ccc(NC(=O)C(C)SCc2ccccc2)cc1 (centres undefined)	2	0	9	6	13	-1.1	89	97	90
COCCSc1nnc(NC(=O)c2ccc(OC)c([N+](=O)[O-])c2)s1	-1	3	5	3	29	0.9	103	103	102
O=C(C1CC(=O)N(c2ccc(F)cc2)C1)N1CCCCCC1 (centres undefined)	2	1	-4	-2	6	-3.3	92	90	86
CSCCC(NS(=O)(=O)c1ccc(Cl)cc1)C(=O)OCc1cccc(Cl)c1 (centres undefined)	1	0	-4	-1	-2	1.8	109	93	80
CCC(OC(=O)c1cccs1)C(=O)NCc1ccco1 (centres undefined)	7	0	-2	1	-11	-1.0	88	99	87
C[C@H](CS)C(=O)N1CCC[C@H]1C(=O)O	1	0	10	4	41	0.7	102	104	97

Some of the entries so far, field by field.
CCN(CC)CCNC(=O)c1cc2c(-c3ccc(Cl)cc3)nn(C)c2s1
  Bcl-xL primary = -6; GRK2 inh = 0; GLD-1 TGE inh = 0; MCL1-BIM inh = -2; VLA-4 inh = 24; MEX-5 binding = 0.2; AGP1 TOR yeast = 98; Yeast superoxide = 100; CIT2 TOR yeast = 97
COC(=O)C1=C(C)N(c2ccc(Cl)cc2)/C(=C/c2cccs2)C1=O
  Bcl-xL primary = 6; GRK2 inh = 0; GLD-1 TGE inh = 1; MCL1-BIM inh = 7; VLA-4 inh = 0; MEX-5 binding = u; AGP1 TOR yeast = 100; Yeast superoxide = 101; CIT2 TOR yeast = 110
COCCOC(=O)C1=C(C)NC(=O)NC1c1c(F)cccc1Cl (centres undefined)
  Bcl-xL primary = 3; GRK2 inh = 6; GLD-1 TGE inh = 10; MCL1-BIM inh = -1; VLA-4 inh = 2; MEX-5 binding = -2.8; AGP1 TOR yeast = 95; Yeast superoxide = 80; CIT2 TOR yeast = 106
CCOc1cc(/C=N/NC(=O)c2ccncc2)ccc1OS(C)(=O)=O
  Bcl-xL primary = 1; GRK2 inh = 0; GLD-1 TGE inh = 9; MCL1-BIM inh = 3; VLA-4 inh = 12; MEX-5 binding = -6.4; AGP1 TOR yeast = 97; Yeast superoxide = 101; CIT2 TOR yeast = 101

Following part
SMILES	Bcl-xL primary	GRK2 inh	GLD-1 TGE inh	MCL1-BIM inh	VLA-4 inh	MEX-5 binding	AGP1 TOR yeast	Yeast superoxide	CIT2 TOR yeast
O=C(Nn1cnnc1)C(c1ccccc1)c1ccccc1	2	2	-2	5	3	-2.1	99	91	104
COc1ccc(-n2c(-c3ccccc3)nc(=S)c3c2CCCC3)cc1	6	0	6	11	14	1.9	99	98	112
Cc1ccc(-c2nc(Nc3ccccc3)n[nH]2)cc1	4	1	0	0	0	x	105	110	98
CC(NC(=O)Cc1ccccc1F)c1ccc(F)cc1 (centres undefined)	-1	0	7	-6	21	2.1	104	101	93
CCCCNC(=O)CCC(=O)NNc1nc2ccccc2c2nc(C)nn12	4	0	1	5	16	-8.4	u	105	u
CCS(=O)c1ccccc1C(=O)OCC(=O)Nc1ccc2ccccc2c1 (centres undefined)	x	0	2	x	-4	x	98	79	104
O=C(N[C@@H](Cc1ccccc1)C(=O)NCc1ccc(F)cc1)C1CCNCC1	2	0	4	8	28	0.0	97	95	106
C=CCOc1ccc(CNc2nccs2)cc1OC	4	0	2	0	-7	-2.6	98	100	102
COc1cccc(CNCC(=O)Nc2ccc(N3CCOCC3)cc2)c1	6	1	-3	6	8	-0.5	104	86	106
COc1ccc(-n2c(SCC(=O)NNC(=O)c3ccccc3C)nnc2-c2ccncc2)cc1	-3	0	0	-5	9	0.3	102	90	105
CCCC(C)c1nnc(NC(=O)COc2ccc3c(c2)OCO3)s1 (centres undefined)	-11	5	0	-23	17	-1.5	95	97	87
Cc1ccc(NC(=O)CN(C)C(=O)CSc2ccccc2F)cc1	x	1	-7	x	-4	x	105	124	102
Nc1nc2nc(-c3ccc(F)cc3)cc(C(F)(F)F)n2n1	4	3	6	1	14	-1.9	104	110	111
Cc1cc(Nc2ccc(C)c(Br)c2)n2nc(C)nc2n1	5	7	-1	8	-5	1.4	106	110	111
COc1cccc(CNC(=O)CCC2CCCN(C(=O)c3cc(C4CC4)[nH]n3)C2)c1 (centres undefined)	-2	0	4	11	12	1.4	101	101	104
COc1ccc(-c2cc(CCCC(=O)N3CCN(c4ccc(OC)cc4)CC3)no2)cc1	4	2	3	1	-14	-2.0	103	100	102
COC(=O)c1ccc(NC(=O)c2ccc(N(C)S(C)(=O)=O)cc2)cc1	3	0	0	0	-20	-1.3	100	104	107
COc1ccc(CNC(=O)CN(C(=O)c2snc(C(N)=O)c2N)c2ccccc2F)cc1	5	10	12	-5	-7	-4.7	98	102	97
COC(=O)/C=C(\C)N=Nc1c(O)[nH]c2ccccc12	6	0	6	0	-3	-0.5	94	103	88
O=[N+]([O-])/C=C1/CCCCCN1	2	2	6	2	-2	0.4	101	104	93
COc1cc2c(-c3ccc4cc[nH]c4c3)c(-c3ccc(C#N)cc3)oc(=O)c2cc1OC	0	3	-3	-2	-3	x	93	97	93

Bioassay records deposited in PubChem by several laboratories.
